CD40 NFkB inh – CD40 pathway inhibition in BL2 cells; 83,000 tested, 0.94% active; BL2 NF-kB luciferase reporter, CD40L-induced, 4 h; inhibition, % at 10 µM; AID 1053188;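 active = mean inhibition of at least 50% with a set share of replicates also reaching that level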;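 note: 0% = neutral control wells and 100% = IKK inhibitor VII at 50 µM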
* hit, by the source's call; [ ] = another dose, or the depositor's remark. These rows are one share of the data; the hit share may differ from the screen's.

CD40 NFkB inh	molecule
-3.8[25 µM]	O=C(CC1CC1)N1CC(=O)N2[C@H](CO)[C@@H](c3ccc(/C=C/c4ccccc4)cc3)[C@@H]2C1
1.4	Cc1cc(C)n(-c2ccc(C(=O)C(C#N)c3nc4ccccc4n3C)cc2)n1 (stereo not drawn)
6.7	CSc1nc2ccsc2c(=O)n1-c1ccccn1
1.0[25 µM]	COc1ccc(-c2cn(CC[C@H]3CC[C@@H](NC(=O)c4cnccn4)[C@@H](CO)O3)nn2)cc1
0.2	CC(=O)N1c2ccc(S(=O)(=O)N3CCCC(C(=O)N4CCCCC4)C3)cc2CC1C (stereo not drawn)
-2.1[25 µM]	COc1ccc(S(=O)(=O)Nc2ccc3c(c2)CC(=O)N([C@H](C)CO)C[C@H](C)[C@H](CN(C)C(=O)Nc2c(C)noc2C)O3)cc1
4.6	CN(C(=O)c1cc2n(n1)C(C(F)(F)F)CC(c1ccco1)N2)c1ccccc1 (stereo not drawn)
7.3	Nc1nc2c(Cl)ccc(Cl)c2s1
0.9	Cc1cc(C(F)(F)F)nn1CC(=O)NCc1cccs1
-0.5[25 µM]	N#C[C@@H]1[C@H](c2ccc(C3=CCCCC3)cc2)[C@H](CO)N1C(=O)c1cccc(F)c1
9.2	CC(=O)c1ccc(CCCC(=O)O)cc1
18.3	COc1cccc(CNC(=O)Cn2cc3c(n2)CCCC3)c1
9.0	CC(=O)NC(CC(=O)N(Cc1ccccc1)c1cccc(C)c1)c1ccccc1 (stereo not drawn)
-7.7	C[C@@H]1CN([C@H](C)CO)C(=O)c2c(c3ccccc3n2C)-c2ccccc2CO[C@@H]1CN(C)S(=O)(=O)c1cccc(F)c1
2.4	Cc1ccc(C)c(OCc2nnc(NC(=O)c3ccc4c(c3)OCO4)s2)c1
5.5	O=S1(=O)CCN(Cc2ccccc2Cl)CC1
-5.2	CCOC(=O)N1CCN(C(=O)CNS(=O)(=O)c2cccs2)CC1
0.7	C[C@@H]1CN([C@H](C)CO)C(=O)CCCn2cc(nn2)CO[C@@H]1CN(C)Cc1ccc(O)cc1
4.4	O=C(CCN1CCN(c2ccccc2)CC1)Nc1ccc2c(c1)OCO2
-50.8	Cc1ccc2cc3cc(C(=O)NC4CC4)oc3nc2c1
4.4	COCCN1CCn2c(nc3cc(NC(=O)c4cccs4)ccc32)C1
1.2	Nc1c(OS(=O)(=O)c2ccccc2)cccc1OS(=O)(=O)c1ccccc1
3.3	N#CC1(NC(=O)COC(=O)c2ccc(Cl)nc2)CCCCC1
-8.7	COc1ccccc1C(=O)CN1C(=O)NC2(CCCCCC2)C1=O
4.1[25 µM]	CN(C)C(=O)[C@@H]1[C@@H](CO)[C@@H]2Cn3c(ccc(-c4ccccc4)c3=O)[C@H]1N2Cc1ccccn1

Continuation:
CD40 NFkB inh	molecule
-8.7	CCc1nnc(NC(=O)c2ccc(COc3ccccc3)o2)s1
-23.7	COC(=O)c1sccc1NC(=O)c1csc2c1CCCC2
-6.7	CC(=O)Nc1ccc2nc3c(=O)n(C)c(=O)n(C)c3nc2c1
4.5	CC(=O)Nc1ccc(S(=O)(=O)Nc2nc3ccccc3nc2N2CCCC2)cc1
12.6[25 µM]	COc1ccc(C(=O)Nc2ccc3c(c2)C(=O)N(C)[C@H]2CC[C@@H](CC(=O)NCC4CC4)O[C@H]2CO3)cc1
15.4	Cc1ccsc1C(=O)C1CCCN(Cc2cccn2-c2ccc(Cl)cn2)C1 (stereo not drawn)
-7.8	O=C(Cn1c(O)c(/C=C2\C=Nc3ccccc32)sc1=O)Nc1ccc2c(c1)OCO2
-0.3	Oc1ccc(Cl)cc1/C=N/c1nccs1
-0.1	CSc1ccccc1NC(=O)CN1C(=O)C2CC=CCC2C1=O (stereo not drawn)
-5.2[25 µM]	Cc1ccc(CN2CC(=O)N3[C@H](CO)[C@@H](c4ccc(-c5ccccc5F)cc4)[C@@H]3C2)cc1
4.8	CCCNC(=O)C1(C)CCCN(C(=O)COc2ccc(Cl)cc2Cl)C1 (stereo not drawn)
-22.8	OC[C@@H]1Nc2ccc(-c3ccccc3)cc2[C@H]2[C@@H]1CCN2Cc1ccc(F)cc1
6.9	O=C(Nc1ccc(Cl)c(S(=O)(=O)N2CCOCC2)c1)c1cc(=O)[nH]c2ccccc12
-12.5[25 µM]	COc1ccccc1-c1ccc([C@H]2[C@@H](CO)N3CCCCN(Cc4ccncc4)C[C@@H]23)cc1
8.8	CCCOc1ccc(N2C(=O)CC(SC(=N)N3N=C(c4ccccc4)CC3c3ccccc3)C2=O)cc1 (stereo not drawn)
-5.3[25 µM]	CNC(=O)C1OC(n2cnc3c(NCc4cccc(I)c4)ncnc32)C(O)C1O (stereo not drawn)
4.5[25 µM]	C[C@@H]1CN([C@H](C)CO)C(=O)c2cccc(NC(=O)CCCCCC(=O)Nc3ccccc3N)c2O[C@@H]1CN(C)Cc1ccc(Cl)c(Cl)c1
22.8	CCCSc1nc2ccsc2c(=O)n1CC
1.9	COC(C(=O)Nc1ccnn1C1CCN(Cc2ccc(C)s2)CC1)c1ccccc1 (stereo not drawn)
-8.0[25 µM]	O=C(NCc1ccncn1)[C@@H]1[C@@H](CO)[C@@H]2Cn3c(ccc(-c4ccc(F)cc4)c3=O)[C@@H]2N1CC1CC1
0.9	COC(=O)C1=C(C)NC(C)=C(C(=O)OC)C1C(=O)OCC(=O)N1c2ccccc2CC1C (stereo not drawn)
-2.5	Cc1ccc(S(=O)(=O)N2CCOC23CCN(S(=O)(=O)c2cccs2)CC3)cc1
-28.5	CN(c1ccc(C(=O)Nc2cccc([N+](=O)[O-])c2)cc1)S(C)(=O)=O
0.3	O=S(=O)(NCCc1ccccc1)c1cccc2cccnc12
-13.7	Cc1ccc(CNc2ncnc3c2cnn3C2CCCCO2)cc1 (stereo not drawn)

Next part.
CD40 NFkB inh	molecule
13.9	Cn1c(=O)c2nc(-c3ccccc3)c(-c3ccccc3)nc2n(C)c1=O
-9.8	O=C(COc1c(Br)cc(Br)c2cccnc12)Nc1ccccc1F
-2.7	CCCNC(=O)Nc1ccc(C)cc1C
-3.1	O=C(NCCC1CCCCN1S(=O)(=O)c1ccc(F)cc1)C(=O)NCC1CCCO1 (stereo not drawn)
3.6	CC(=O)N1CCC(C(=O)N2CCN(S(=O)(=O)c3cccs3)CC2)CC1
9.1	COc1cccc(C(=O)N2CCN(Cc3cn[nH]c3-c3ccc(F)cc3F)CC2)c1
9.0	CSCC[C@H](NC(=O)NC1CCCC1)C(=O)O
-37.7	CCC(C)(C)NC(=O)CCCSc1nc2ccccc2s1
-29.7	NC(=O)N1c2ccccc2CC(=O)c2ccccc21
2.8	O=C1CC(N2CCN(c3ccc(Cl)c(Cl)c3)CC2)C(=O)N1 (stereo not drawn)
-14.8	Cn1nc(C(=O)OCC(=O)c2ccccc2)c2ccccc2c1=O
5.2	COc1ccc(OCC(=O)Nc2ccc(N3CCOCC3)cc2)cc1
8.3	O=S(=O)(NCc1nnc2ccccn12)c1ccc(Cl)cc1
14.6	CCc1cc(C(=O)OC)c(NC(=O)CC2SC(=NC)N(C)C2=O)s1 (stereo not drawn)
-1.6[25 µM]	CC(C)(O)C#Cc1ccc([C@H]2[C@@H](CO)N3CCCCN(S(C)(=O)=O)C[C@H]23)cc1
10.8	C[C@H]1CN(C)C(=O)Cc2ccccc2O[C@@H]1CN(C)C(=O)OC(C)(C)C
13.8	COCCNC(=O)c1ccc(N2CC3CC(C2)c2cccc(=O)n2C3)c(NC(=O)c2ccccc2Cl)c1 (stereo not drawn)
2.5	Cc1noc(C)c1C(=O)Nc1sc(C)c(-c2ccccc2)c1C#N
-4.8	O=C(CN1C(=O)NC2(CCc3ccccc3C2)C1=O)Nc1ccc(F)cc1 (stereo not drawn)
0.5	O=C(c1cccc(NS(=O)(=O)c2ccccc2)c1)N1CCCCC1
16.2	CSCC[C@H](NC(=O)NCCC1=CCCCC1)C(=O)O
-0.8	CCOC(=O)C1=C(COC(=O)/C=C/c2ccccc2F)NC(=O)NC1C (stereo not drawn)
5.1[25 µM]	O=C(NC[C@@H]1[C@H](c2ccccc2)[C@H](CO)N1C(=O)C1CCC1)NC1CCCC1
-98.9	CC(C)(C)c1ccc(/C=C/C(=O)N2CCCCC2)cc1
-33.7	CC(=O)Nc1ccc(OCc2cnc(Cl)s2)cc1

In the list so far, these have a tert-butyl group.
CD40 NFkB inh	molecule
10.8	C[C@H]1CN(C)C(=O)Cc2ccccc2O[C@@H]1CN(C)C(=O)OC(C)(C)C
-98.9	CC(C)(C)c1ccc(/C=C/C(=O)N2CCCCC2)cc1

Next part:
CD40 NFkB inh	molecule
2.8[25 µM]	CCCN1[C@H](C(=O)OC)[C@@H](CO)[C@@H]2Cn3c(ccc(-c4cccc(OC)c4)c3=O)[C@@H]21
-1.4	CC1(C)CC(NC(=S)NC(=O)c2cc(Br)ccc2Cl)CC(C)(C)N1
-5.0	COc1cc(-c2nc3n(n2)C(c2ccncc2)C2=C(CCCC2=O)N3)cc(OC)c1OC (stereo not drawn)
23.1	O=C(c1ccc(-c2ccccc2)c(F)c1)C1CCCN(C(=O)c2cncs2)C1 (stereo not drawn)
0.3	CCOC(=O)Cn1nc(C)c2c1CCCC2=O
5.1	O=C(COC(=O)c1ccc2c(c1)OCCO2)NCCc1ccccc1
7.0	O=C(Nc1nc(-c2ccncc2)cs1)C1c2ccccc2Oc2ccccc21
4.5	O=C(Nc1nc(=O)[nH]s1)c1ccccc1
-19.0[25 µM]	CC(C)[C@@H]1COCc2cn(nn2)CCC[C@@H](C)C(=O)N1
-2.5	O=C(NCc1ccccc1)c1ccc(NC(=O)c2ccco2)cc1
-55.7	Cc1ccc2c(CC(=O)Nc3ccc(N4CCN(C)CC4)cc3C)coc2c1
5.0	Cc1c(C(=O)N2CCCCC2)c(S(=O)(=O)N(C)Cc2ccco2)c(C)n1C
-16.1	Cc1nc(Nc2nc(-c3ccccc3)cc(=O)[nH]2)nc2ccccc12
3.1	COc1cccc(S(=O)(=O)Nc2cccc(C(=O)N3CCCCCC3)c2)c1
10.8	COc1ccc(C(=O)COC(=O)CCCn2c(=O)oc3ccccc32)cc1
51.1*	O=C(C1CCCC1)N1CC(=O)N2[C@H](C1)[C@@H](c1ccc(C#CCc3ccccc3)cc1)[C@@H]2CO
7.4	COc1ccc(CNC(N)=O)cc1OC
33.1	CCOC(=O)C1CCCN(C(=O)c2cc(-c3cccs3)oc2C)CC1 (stereo not drawn)
9.8	O=C(Nc1ccccc1)N1CC(=O)N2[C@H](CO)[C@@H](c3ccc(C#CC4CCCC4)cc3)[C@@H]2C1
-6.0[25 µM]	O=C(C[C@@H]1C[C@H]2c3cc(NC(=O)c4cccnc4)ccc3O[C@H]2[C@@H](CO)O1)NC1CCCCC1
-17.5	COc1cccc(CSc2nnc(-c3ccco3)n2C)c1
-15.6	Cc1cc(N2CCN(C)CC2)n2nc(-c3ccc(Cl)cc3)nc2n1
-7.7	CCOC(=O)c1c(S(=O)(=O)Nc2ccc(CN3CCC(C)CC3)cc2)c(C)n(C)c1C
4.1	Cn1cc(CNCc2ccccc2OCC(O)CN2CCc3ccccc3C2)cn1 (stereo not drawn)
-3.3	COc1ccc(OC)c(NC(=O)c2cc3oc4ccccc4c3cc2O)c1

Among those listed so far, these contain bromine:
CD40 NFkB inh	molecule
-9.8	O=C(COc1c(Br)cc(Br)c2cccnc12)Nc1ccccc1F
-1.4	CC1(C)CC(NC(=S)NC(=O)c2cc(Br)ccc2Cl)CC(C)(C)N1

Continuation:
CD40 NFkB inh	molecule
2.9	Cc1c(NC(=O)CN2CCCC(C)C2)ccc2nsnc12 (stereo not drawn)
-28.9[25 µM]	C[C@H]1CN([C@@H](C)CO)C(=O)c2cccc(NC(=O)CCCCCC(=O)Nc3ccccc3N)c2O[C@H]1CN(C)Cc1ccc(Cl)c(Cl)c1
-98.6	COc1ccc(C=C(C(=O)c2ccccc2)C(=O)c2ccccc2)cc1
-14.2[25 µM]	C[C@@H]1CN([C@@H](C)CO)C(=O)CCCn2cc(nn2)CO[C@@H]1CN(C)C(=O)Nc1ccc2c(c1)OCO2
3.4	N#C/C(C(=O)N1CCCCC1)=C1/N=C(NC(=O)c2ccc(F)cc2)c2ccccc21
15.5[25 µM]	COc1cccc(S(=O)(=O)Nc2ccc3c(c2)C(=O)N(C)C[C@H](OC)[C@@H](C)CN(Cc2ccccc2F)[C@@H](C)CO3)c1
-14.9	O=C(c1noc2c1CCCC2)N1CCc2c([nH]c3ccccc23)C1c1ccccn1 (stereo not drawn)
-0.9	CC(=O)Nc1nc2c(s1)C(=O)NCC(C)(C)C2
-5.4	Cc1cnc(C(=O)OC(C)C(=O)Nc2ccc3c(c2)OCCO3)cn1 (stereo not drawn)
0.7	CC(=O)N(C)C[C@@H]1Oc2c(NC(=O)NC(C)C)cccc2C(=O)N(C)C[C@H]1C
22.2[25 µM]	C[C@@H]1CCCCO[C@H](CN(C)S(=O)(=O)c2ccc(F)cc2)[C@@H](C)CN([C@H](C)CO)C(=O)c2cc(NC(=O)CCCCCC(=O)Nc3ccccc3N)ccc2O1
-4.9	CO[C@H]1CN(C)C(=O)c2ccc(NC(=O)C3CCCC3)cc2OC[C@@H](C)N(CC2CC2)C[C@H]1C
9.1	CC(C)CN1C(=O)C(=O)N(CC(=O)c2ccc3c(c2)OCO3)C1=O
11.0	CC12CCC(=O)N1C(C(=O)N1CCN(S(=O)(=O)c3ccc(Br)cc3Cl)CC1)CS2 (stereo not drawn)

Random excerpt: 6 entries already listed
CD40 NFkB inh	molecule
2.4	Cc1ccc(C)c(OCc2nnc(NC(=O)c3ccc4c(c3)OCO4)s2)c1
33.1	CCOC(=O)C1CCCN(C(=O)c2cc(-c3cccs3)oc2C)CC1 (stereo not drawn)
22.8	CCCSc1nc2ccsc2c(=O)n1CC
-7.7	C[C@@H]1CN([C@H](C)CO)C(=O)c2c(c3ccccc3n2C)-c2ccccc2CO[C@@H]1CN(C)S(=O)(=O)c1cccc(F)c1
-23.7	COC(=O)c1sccc1NC(=O)c1csc2c1CCCC2
-2.7	CCCNC(=O)Nc1ccc(C)cc1C
